# Source: PubChem BioAssay (National Center for Advancing Translational Sciences (NCATS))
# HepG2 viability – qHTS for Inhibitors of TGF-b: Cytotox Counterscreen; HepG2 CAGA-GFP viability, ATP luminescence, 18 h; Potency, µM (highest dose often 46.1 µM), inactives show at the highest dose activity change, negative = cytotoxicity, actives largely listed as cytotoxic; 0.76% of 410,000 active; AID 588856, 2011; further: some results filed as inactive show a strong effect at the top dose
#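 HepG2 CAGA-GFP cells (1000/well, DMEM with 1% FBS) received compound, then TGF-beta at 500 pg/mL final, and were incubated 18 hours at 37 degrees C. Viability was read by CellTiter-Glo luminescence. Media-only wells were set as complete cell-killing and DMSO as no toxicity.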
# MCF10A rereplic – A quantitative high throughput screen for small molecules that induce DNA re-replication in MCF 10a normal breast cells; MCF 10A DNA re-replication, Hoechst nuclear intensity, 48 h; Potency, µM (series often up to 46.1 µM), inactives show at the top dose activity, positive = re-replication, usual class: activators; 2.9% of 350,000 active; further: % of control where 0% means no effect; nearly all actives have a fitted effect of over 50% in size
# TGFb SMAD3 inh – qHTS for Inhibitors of TGF-b; HepG2 CAGA-GFP TGF-b/SMAD3 reporter, GFP fluorescence, 18 h; TGF-beta stimulated, 500 pg/mL final; Potency, µM (doses to about 46.1 µM), for the others: at the top dose activity, negative = inhibition, usual class: inhibitors; 1.2% of 410,000 active; AID 588855, 2011; further: on the % scale 0 is the no-effect control and ±100 the full control effect; nearly all actives have a fitted effect of over 65% in size
#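 HEPG2 CAGA-GFP reporter cells (1000/well, DMEM with 1% FBS) received compounds, then recombinant TGF-beta at 500 pg/mL final for 18 hours at 37 degrees C. Per-cell GFP summed per well was normalised to unstimulated and stimulated DMSO controls before curve fitting.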
# ATXN viability – Viability Counterscreen for Primary qHTS for Inhibitors of ATXN expression; S2 cells (HEK-293 line with an ATXN2-luciferase reporter) viability, CellTiter-Fluor protease fluorescence, 24 h; Potency, µM (top dose mostly 56.7 µM), most hits filed as cytotoxic; 0.49% of 400,000 active; AID 651635, 2014; further: nearly all actives have a fitted effect of over 40% in size
# ATXN2 expr inh – Primary qHTS for Inhibitors of ATXN expression; HEK-293 ATXN2-luciferase reporter, luminescence, 24 h; Potency, µM (top dose mostly 57 µM), for the others: at the highest dose activity change, negative = inhibition, hits mostly inhibitors; 0.72% of 360,000 active; AID 1745845, 2022; further: on the % scale 0 is the no-effect control and ±100 the full control effect; nearly all actives have a fitted effect of over 55% in size
#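 qHTS (up to 57 uM final) was run with 24 h compound exposure of reporter cells at 37 °C. Each well was multiplexed: SteadyGlo luminescence measured ATXN2-luciferase expression after a fluorogenic Gly-Phe-AFC viability readout (25 uM final).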
# EPAC2 antag – qHTS for Antagonist of cAMP-regulated guanine nucleotide exchange factor 2 (EPAC2): primary screen | Rap guanine nucleotide exchange factor 4 (Homo sapiens), Q8WZA2 | EPAC2 GEF exchange of Rap1B-BODIPY-GDP, fluorescence | Potency, µM (highest dose often 114 µM), inactives show at the top dose activity, negative = inhibition, actives largely listed as inhibitors | 0.18% of 360,000 active; further: on the % scale 0 is the no-effect control and ±100 the full control effect; nearly all actives have a fitted effect of over 45% in size; many of its hits are not listed in these tables
# Target sequence (Q8WZA2 whole entry, looked up): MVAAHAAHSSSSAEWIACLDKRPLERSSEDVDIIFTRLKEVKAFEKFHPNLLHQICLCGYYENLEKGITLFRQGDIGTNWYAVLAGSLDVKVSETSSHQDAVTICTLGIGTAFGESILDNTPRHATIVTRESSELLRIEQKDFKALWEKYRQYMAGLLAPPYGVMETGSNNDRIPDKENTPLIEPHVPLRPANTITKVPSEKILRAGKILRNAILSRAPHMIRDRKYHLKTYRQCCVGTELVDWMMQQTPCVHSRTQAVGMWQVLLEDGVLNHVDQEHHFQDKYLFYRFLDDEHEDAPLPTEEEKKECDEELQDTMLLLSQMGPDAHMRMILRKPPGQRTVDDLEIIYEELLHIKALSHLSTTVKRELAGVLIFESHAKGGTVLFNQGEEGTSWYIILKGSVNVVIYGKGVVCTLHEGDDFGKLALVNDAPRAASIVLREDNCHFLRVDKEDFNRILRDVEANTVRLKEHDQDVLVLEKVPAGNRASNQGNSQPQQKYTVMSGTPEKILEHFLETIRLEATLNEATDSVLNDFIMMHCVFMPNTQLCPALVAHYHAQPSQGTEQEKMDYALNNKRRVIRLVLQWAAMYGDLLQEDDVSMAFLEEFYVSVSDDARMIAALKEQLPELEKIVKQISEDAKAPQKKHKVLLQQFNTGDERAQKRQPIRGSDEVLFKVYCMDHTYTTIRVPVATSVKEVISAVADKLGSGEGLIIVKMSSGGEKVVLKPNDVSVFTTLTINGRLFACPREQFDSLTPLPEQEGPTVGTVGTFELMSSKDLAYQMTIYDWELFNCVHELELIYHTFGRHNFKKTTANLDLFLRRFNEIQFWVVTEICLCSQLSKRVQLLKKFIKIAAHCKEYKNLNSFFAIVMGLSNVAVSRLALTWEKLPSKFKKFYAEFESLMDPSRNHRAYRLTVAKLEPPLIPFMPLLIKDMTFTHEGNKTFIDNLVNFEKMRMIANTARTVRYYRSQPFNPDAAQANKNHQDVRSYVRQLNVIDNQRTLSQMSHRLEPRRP
# Nrf2 inh – Nrf2 qHTS screen for inhibitors; A549 ARE-Fluc reporter, luciferase luminescence, 18-24 h; Potency, µM (titrated, usually from 46 µM), inactives show top-dose activity change, negative = inhibition, usual class: inhibitors; 2.1% of 360,000 active; AID 504444, 2011; further: on the % scale 0 is the no-effect control and ±100 the full control effect; nearly all actives have a fitted effect of over 60% in size
#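 Concentration-response testing used A549 ARE_Fluc cells at 5000 cells/well. Following an 18-24 h compound incubation, viability was read by fluorescence (Ex 405/Em 525) and luciferase output by luminescence.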
# A549 tox – Nrf2 qHTS screen for inhibitors: counterscreen for cytotoxicity; A549 ARE-Fluc cells, CellTiter-Fluor viability, 18-24 h; Potency, µM (titrated, usually from 46 µM), for the others: at the top dose activity change, negative = cytotoxicity, hits mostly inhibitors; 0.16% of 390,000 active; AID 504648, 2011; further: on the % scale 0 is the no-effect control and ±100 the full control effect
#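 A549 ARE-Fluc cells in 5% FBS OPTI-MEM, 5000 cells/well, rested 2 h then exposed to compounds in concentration-response for 18-24 h at 37 °C. Viability by CellTiter-Fluor fluorescence (Ex 405/Em 525) after 30 min; luciferase luminescence (BugLite, 15 min, RT) read afterwards.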
# Nrf2 ARE act – qHTS of Nrf2 Activators; AREc32 ARE-luciferase reporter (MCF7-derived line), luminescence, 24 h; Potency, µM (doses to about 46.1 µM), inactives show at the highest dose activation, most hits filed as activators; 0.31% of 410,000 active; AID 624171, 2012; further: % of control where 0% means no effect; nearly all actives have a fitted effect of over 65% in size
#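 ARE-driven firefly luciferase activity in AREc32 cells measured after a 24 hr compound exposure at 37 deg C, using Steady-Glo reagent and a 30 min room-temperature hold.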
# Starred values were filed as active, the others as inactive; i = inactive; ? = inconclusive; · = no result given; & = joins results of further samples; [ ] = dose if it differs, or a comment. The call rests on the fitted dose curve; in most records, active means well fitted curve in the direction sought with a large enough effect; inconclusive means small, poorly fitted or top-dose-only effect, or another doubt; inactive means no such curve, though single readings can be large; an effect the other way counts as inactive or inconclusive. Potency means the concentration at half of the fitted maximal effect. Not all compounds are listed. The share of hits here may be higher or lower than overall.
# Every second line gives: HepG2 viability | MCF10A rereplic | TGFb SMAD3 inh | ATXN viability | ATXN2 expr inh | EPAC2 antag | Nrf2 inh | A549 tox | Nrf2 ARE act
- COc1ccccc1OCC(=O)Nc1ccc(Cl)cc1
 : 4% | 13% | -30% | i | 53%[activator] | 6% | 10% | -7% | 2.9%
- CN(C)CCNC(=O)c1ccc2c(=O)n3c(nc2c1)CCCCC3
 : -25% | · | · | · | · | · | ? | -4% | -0.6%
- Cc1cc(O)cc(C)c1Cl
 : -1% | -12%&-13% | -3% | i | 11%&1% | 2% | ? | ? | -1.1%
- Cc1onc(-c2c(Cl)cccc2Cl)c1C(=O)NCc1ccco1
 : -10% | 20% | -23% | i | -8% | -7% | -15% | 11% | -0.6%
- Cc1ccc(Cl)cc1NC(=O)[C@@H]1CCC(=O)N1C1OC(=O)c2ccccc21 (some centres not stated)
 : 3% | -2% | -11% | i | 8% | -4% | -3% | 2% | -0.1%
- CCCc1nnc(NC(=O)CCC(=O)NC2CCCc3ccccc32)s1 (configuration not stated)
 : -3% | 7% | 0% | i | -6% | 26% | -3% | 8% | -0.6%
- Cc1cc(NC(=O)CN2C(=O)c3cccnc3Sc3ccccc32)ccc1Br
 : -28% | · | -9% | i | 19% | · | ? | -20% | 5.0%
- Nc1ccnn1Cc1cccnc1
 : -8% | -7% | 4% | i | -12% | -1% | 3% | 0% | -1.0%
- O=C(NC(=S)NC1CCCCC1)c1ccccc1
 : -4% | 13% | 1% | ? | 45%[activator] | 0% | ? | 12% | 4.0%
- CCOc1cccc2cc(C(=O)NCc3ccc(Cl)cc3)c(=N)oc12
 : -24% | ? | -24% | i | -5% | 13% | ? | -3% | -0.8%
- O=C(Nc1cc(-c2nc3ccccc3o2)ccc1Cl)c1cc([N+](=O)[O-])ccc1N1CCOCC1
 : 4% | · | -9% | i | 11% | · | 7% | -3% | -1.0%
- CCOc1ccc(C(=O)CN2CCN(S(=O)(=O)c3ccc(Cl)cc3)CC2)cc1
 : 2% | 9% | -8% | i | -25% | 4% | · | 2% | 5.2%
- O=C(O)CCCCCn1c(O)c(C=C2N=c3ccccc3=N2)sc1=S
 : 5% | 28% | ? | i | 20% | 1% | ? | -6% | ?
- COc1ccc(Br)cc1CNC(=O)C1CCCN(S(=O)(=O)N2CC(C)CC(C)C2)C1 (configuration not stated)
 : 3% | 6% | 0% | i | ? | -13% | -15% | -1% | -0.1%
- O=C(/C=C/c1cccs1)N1CCC2(CC1)Oc1ccc(Cl)cc1C(=O)C21CC(c2ccccc2)=NO1 (configuration not stated)
 : 8% | -6% | 1% | i | 5% | 14% | 8% | -7% | -1.3%

# Sorted by count of non-hydrogen atoms (rising): twelve of the compounds above.
# Every second line gives: HepG2 viability | MCF10A rereplic | TGFb SMAD3 inh | ATXN viability | ATXN2 expr inh | EPAC2 antag | Nrf2 inh | A549 tox | Nrf2 ARE act
- Cc1cc(O)cc(C)c1Cl
 : -1% | -12%&-13% | -3% | i | 11%&1% | 2% | ? | ? | -1.1%
- Nc1ccnn1Cc1cccnc1
 : -8% | -7% | 4% | i | -12% | -1% | 3% | 0% | -1.0%
- O=C(NC(=S)NC1CCCCC1)c1ccccc1
 : -4% | 13% | 1% | ? | 45%[activator] | 0% | ? | 12% | 4.0%
- COc1ccccc1OCC(=O)Nc1ccc(Cl)cc1
 : 4% | 13% | -30% | i | 53%[activator] | 6% | 10% | -7% | 2.9%
- Cc1onc(-c2c(Cl)cccc2Cl)c1C(=O)NCc1ccco1
 : -10% | 20% | -23% | i | -8% | -7% | -15% | 11% | -0.6%
- CN(C)CCNC(=O)c1ccc2c(=O)n3c(nc2c1)CCCCC3
 : -25% | · | · | · | · | · | ? | -4% | -0.6%
- CCOc1cccc2cc(C(=O)NCc3ccc(Cl)cc3)c(=N)oc12
 : -24% | ? | -24% | i | -5% | 13% | ? | -3% | -0.8%
- CCCc1nnc(NC(=O)CCC(=O)NC2CCCc3ccccc32)s1 (configuration not stated)
 : -3% | 7% | 0% | i | -6% | 26% | -3% | 8% | -0.6%
- Cc1ccc(Cl)cc1NC(=O)[C@@H]1CCC(=O)N1C1OC(=O)c2ccccc21 (some centres not stated)
 : 3% | -2% | -11% | i | 8% | -4% | -3% | 2% | -0.1%
- CCOc1ccc(C(=O)CN2CCN(S(=O)(=O)c3ccc(Cl)cc3)CC2)cc1
 : 2% | 9% | -8% | i | -25% | 4% | · | 2% | 5.2%
- O=C(Nc1cc(-c2nc3ccccc3o2)ccc1Cl)c1cc([N+](=O)[O-])ccc1N1CCOCC1
 : 4% | · | -9% | i | 11% | · | 7% | -3% | -1.0%
- O=C(/C=C/c1cccs1)N1CCC2(CC1)Oc1ccc(Cl)cc1C(=O)C21CC(c2ccccc2)=NO1 (configuration not stated)
 : 8% | -6% | 1% | i | 5% | 14% | 8% | -7% | -1.3%

# Remaining list, next part
# Every second line gives: HepG2 viability | MCF10A rereplic | TGFb SMAD3 inh | ATXN viability | ATXN2 expr inh | EPAC2 antag | Nrf2 inh | A549 tox | Nrf2 ARE act
- CC(=O)N1CCN(c2ccc([N+](=O)[O-])c(NCC3CCCO3)c2)CC1 (configuration not stated)
 : 1% | -3% | -8% | i | 4% | -3% | 6% | ? | -0.1%
- C#CCOCCOCCOCCNc1nc(N2CCN(C(=O)Cn3cc(CCO)nn3)CC2)nc(N2CCN(C(=O)[C@H]([C@@H](C)CC)n3cc(CCCN=C(N)N)nn3)CC2)n1
 : 0% | -17% | -30% | i | 7% | 17% | 8% | -5% | 0.2%
- Cc1ccccc1N/N=C1\CCCNC1=O
 : -5% | 1% | 19% | i | 24% | -1% | ? | -6% | 0.3%
- CCC(=O)c1c[nH]c(C(=O)NCCc2ccccn2)c1
 : 2% | 1% | 24% | i | -10% | 9% | · | 3% | 4.2%
- COc1ccc(C(=O)COC(=O)c2cc(=O)c3ccccc3o2)c(OC)c1
 : -25% | · | -6% | i | · | -6% | · | · | ?
- CCCCn1nnnc1C1(C)CCC(=O)N1Cc1ccc(F)cc1 (configuration not stated)
 : · | · | · | i | 3% | 5% | · | · | -0.1%
- Cc1ccc(Cc2c(-c3ccc(C)cc3)nc3c4ccccc4ccn23)cc1
 : 2% | · | 5% | i | 43%[activator] | 2% | · | · | 11%
- COc1cc(-c2nnc(COc3ccc4cc(Br)ccc4c3)o2)cc(OC)c1OC
 : -14% | 4% | 0% | · | · | -2% | 3% | 1% | 0.2%
- Nc1nnc(-c2ccc(Cl)cc2Cl)s1
 : -5% | -38%[inhibitor] | 0% | ? | -6% | 18% | ? | -12% | 5.5%
- CCN(CC)C(=O)CNC(=O)Cc1ccc(Cl)cc1
 : -16% | 1% | -6% | i | 1% | -2% | -15% | 8% | -0.7%
- Cn1ncc2c(N3CCCCC3)nc(NCCCO)nc21
 : -3% | 10% | 34%[activator] | ? | · | 18% | 3% | 2% | -0.8%
- Cc1cc(C)cc(N(CC(=O)NC2CCCC2)C(=O)CCC(=O)Nc2nccs2)c1
 : 3% | 3% | 10% | i | -2% | -7% | 8% | -13% | -0.5%
- CCCc1cc(=O)n2[nH]c(-c3ccc(Cl)cc3)cc2n1
 : -4% | 4% | -1% | i | · | 5% | ? | -3% | 5.4%
- Cc1cc(C)c(NC(=O)COc2ccc3c(C)cc(=O)oc3c2)c(C)c1
 : -12% | · | -6% | i | -8% | · | 10% | 25% | 2.5%
- CCc1cccc(C)c1NC(=O)C1CN(S(=O)(=O)c2ccccc2)CCN1S(=O)(=O)c1ccccc1 (configuration not stated)
 : 2% | 0% | -17% | i | -2% | 11% | -8% | -9% | 0.3%
- O=C(CCNC(=O)c1ccccc1Cl)Nc1cccc(C(F)(F)F)c1
 : -5% | -1% | -24% | ? | · | -16% | ? | 2% | -1.1%
- O=C(CCC(=O)c1cccs1)OCc1ccc([N+](=O)[O-])cc1
 : 4% | 0% | 5% | i | 7% | -8% | 13% | 3% | -0.3%
- CC(=O)N1CCN(Cc2nc3cc(NC(=O)COc4ccccc4)ccc3n2C)CC1
 : 7% | 2% | 14% | i | -10% | 3% | -21% | 0% | -0.5%
- Cc1c(NC(=O)c2ccc(S(=O)(=O)N(C)c3ccccc3)cc2)c(=O)n(-c2ccccc2)n1C
 : -3% | -1% | -4% | i | 2% | -1% | 2% | 6% | 0.1%
- O=C(Nc1ccccc1C(F)(F)F)C1(S(=O)(=O)c2ccc(Cl)cc2)CC1
 : -5% | · | -6% | i | -5% | · | -19% | -10% | 0.4%
- Cc1ccc2c(c1)c1c3n2CCN(CC(N)=O)C3CCC1 (configuration not stated)
 : -11% | ? | -19% | i | 30% | -6% | ? | ? | -0.9%[9.22 µM]
- COc1ccc(C(C)(C)C)cc1NC(=S)NCCN1CCOCC1
 : 2% | 15% | ? | i | -10% | -11% | 4% | 3% | -0.8%
- COc1ccc(C)cc1S(=O)(=O)NCCN1CCOCC1
 : 0% | 0% | 5% | i | 18% | 12% | 16% | 0% | 3.1%
- CC(=O)c1cnc2nc(SCc3ccccc3C)nn2c1C
 : 8% | ? | 8% | i | 58%[activator] | -11% | 9% | 4% | -0.7%
- N/C(=N\OC(=O)c1ccco1)c1ccccn1
 : -9% | 0% | -1% | i | · | -2% | ? | 11% | 20%
- Cc1cccc(Oc2ccc(NC(=O)C3CC=CCC3C(=O)O)cc2)c1 (configuration not stated)
 : 1% | -2% | 5% | ? | -17% | 6% | -11% | -5% | 3.6%
- COc1cccc(-c2nn(-c3ccccc3)cc2CN(C)Cc2c(C)nc3ccccn23)c1
 : -40% | 11% | ? | · | · | -9% | -26% | -15% | 3.7%
- CCn1cc(Cl)c(C(=O)NNC(=O)CCn2cc([N+](=O)[O-])cn2)n1
 : -8% | -9% | 8% | i | 1% | 15% | 3% | -5% | -1.0%
- Cc1ccc(C)c(NC(=O)CN(C)S(=O)(=O)c2ccccc2)c1
 : -12% | -21% | -26% | i | -14% | 5% | · | -3% | -1.1%
- O=C(NCc1c(Cl)cccc1Oc1ccccc1)c1ccccc1
 : -22% | ? | -18% | i | -8% | -17% | ? | -1% | 0.5%
